# Imprint erasure – qHTS Assay for Compounds that Induce Erasure of Genomic Imprints. Potency, µM (doses to about 60.7 µM), without a hit: top-dose activity change, positive = activation, most hits filed as activators. AID 1948, 2009. 0.02% of 110,000 active. mouse ES Peg3-LacZ reporter, beta-gal luminescence, 40 h;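 note: 0% = negative control wells on the plate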
#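 Imprint erasure is scored as LacZ activity from the silenced maternal Peg3 allele in feeder-free female ES cells cultured 40 h with LIF. Luminescence is normalized to in-plate negative controls and fitted to the Hill equation.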
# p53ts 32C tox – qHTS Screen for Compounds that Selectively Target Cancer Cells with p53 Mutations: Cytotoxicity of p53ts Cells at the Permissive Temperature; Potency, µM (series often up to 46.1 µM), for the others: at the highest dose activity change, negative = cytotoxicity, most hits filed as cytotoxic; 0.93% of 130,000 active; H1299-p53A138V at 32C, ATP luminescence viability, 24 h;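 note: 0% = DMSO and -100% = full killing by reference compound; nearly all actives have a fitted effect of over 55% in size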
#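 Viability by ATPlite luminescence after 24 h compound treatment (up to 46 uM) at the permissive 32C. Cells are H1299 carrying p53 A138V. Scale runs from DMSO basal to 100 uM tamoxifen as full kill; AC50 from Hill fits.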
# p53ts 39C tox – qHTS Screen for Compounds that Selectively Target Cancer Cells with p53 Mutations: Cytotoxicity of p53ts Cells at the Nonpermissive Temperature. H1299-p53A138V viability at 39C, ATP luminescence, 24 h. Potency, µM (top dose mostly 46.1 µM), inactives show top-dose activity change, negative = cell killing, actives largely listed as cytotoxic. 1.5% of 130,000 active; note: nearly all actives have a fitted effect of over 55% in size
# IkB sig inh – IkB Signaling; ABC-DLBCL IkBa-CBG/CBR dual luciferase ratio, 4 h; response scale: scaled: untreated 0%, proteasome inhibitor 100%; Potency, µM (top dose mostly 57.1 µM), for the others: at the top dose IkBa stabilization activation; 0.04% of 110,000 active; AID 445, 2006; active = well fitted curve in the direction sought with a large enough effect in the signal ratio, not every such curve was filed as active; inconclusive = small, poorly fitted or top-dose-only effect, or a change in a side signal; the % refers to the signal ratio;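 note: the direction sought is a rising ratio; 0% = basal untreated cells and 100% = reference inhibitor full response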
#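 In this assay, an IκBα–CBG68 fusion accumulates when IKK-driven degradation is blocked; native CBR normalizes for cell number. OCI-Ly3 cells were treated 4 h with compound and doxycycline, then green and red light read after Chroma-Glo addition.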
# * marks the source's active call; other numbers are inactive results; ? = inconclusive; / = not tested or not shown; & = joins results of further samples; [ ] = dose if it differs, or a comment. Unless noted, calls come from the whole dose curve; as a rule, active = well fitted curve in the direction sought with a large enough effect; inconclusive = small, poorly fitted or top-dose-only effect, or another doubt; inactive = no such curve, though single readings can be large; an effect the other way counts as inactive or inconclusive. Unless noted, % is set by controls: 0 for no effect and ±100 for the full control effect; potency is the fitted concentration of half-maximal effect. No enrichment for hits. Share with any hit: about 1.7%.
SMILES,Imprint erasure,p53ts 32C tox,p53ts 39C tox,IkB sig inh
CCOC(=O)C1(C)NC(c2ccccc2F)C2C(=O)N(c3cccc(C(C)=O)c3)C(=O)C21 (stereo not drawn),10%,-8%,-15%,3.3%
CCN(CCNC(=O)C1CCN(c2nnc(-n3cccc3)s2)CC1)c1ccccc1,-20%,-3%,-15%,3.0%
CN1CCN(CCNC(=O)c2cnn(-c3ccc(F)cc3)c2C2CCN(C(=O)OC(C)(C)C)CC2)CC1,-2%[10.9 µM],7%,-9%,2.1%
Cc1ccc(C2=NC(c3ccc(F)cc3)=Nc3ccc(C)cc3N2)cc1,-6%[10.9 µM],3%,0%,0.3%
COc1ccc(NC(=O)CSc2oc(-c3ccc(C)cc3)nc2S(=O)(=O)c2ccc(C)cc2)c(OC)c1,-13%[10.9 µM],5%,-10%,-1.9%
COc1ccc(NC(=O)COCc2cc(-c3ccc4c(c3)OCO4)on2)cc1,-19%[10.9 µM],-2%,15%,0.0%
COCC(C)NS(=O)(=O)c1ccc(NC(=O)C(Cc2ccccc2)NC(N)=O)cc1 (stereo not drawn),-4%,1%,-2%,-0.4%
COc1ccc(-c2nnc(SCCOc3ccccc3C)o2)cc1OC,-4%[10.9 µM],-12%,-15%,-1.2%
O=C(NC1CCCCC1)N1CCC(n2c(=O)[nH]c3ccccc32)CC1,-11%,12%,4%,0.1%
CCOc1ccc(-c2nnc3ccc(SCc4ccc(C(=O)OC)o4)nn23)cc1,-14%,0%,-14%,1.2%
CCOc1ccc(/C=C(\C#N)C(=O)Nc2sc3c(c2C(=O)OC)C(C(=O)OC)CC3)cc1OC (stereo not drawn),-15%[10.9 µM],15%,4%,?
CCOC(=O)CCCCC(=O)c1[nH]c(=O)[nH]c1CN1CCOCC1,6%,3%,3%,-0.2%

# Whole records, quoted from the list. Values in the order: Imprint erasure	p53ts 32C tox	p53ts 39C tox	IkB sig inh
# CCOc1ccc(/C=C(\C#N)C(=O)Nc2sc3c(c2C(=O)OC)C(C(=O)OC)CC3)cc1OC (stereo not drawn) across the screens: -15%[10.9 µM]	15%	4%	?
# COc1ccc(NC(=O)CSc2oc(-c3ccc(C)cc3)nc2S(=O)(=O)c2ccc(C)cc2)c(OC)c1 across the screens: -13%[10.9 µM]	5%	-10%	-1.9%
# Cc1ccc(C2=NC(c3ccc(F)cc3)=Nc3ccc(C)cc3N2)cc1 across the screens: -6%[10.9 µM]	3%	0%	0.3%
# CCOc1ccc(-c2nnc3ccc(SCc4ccc(C(=O)OC)o4)nn23)cc1 across the screens: -14%	0%	-14%	1.2%

# Next section.
SMILES,Imprint erasure,p53ts 32C tox,p53ts 39C tox,IkB sig inh
Cc1cc(NC(=O)CSc2nnc(Cn3c(=O)sc4ccccc43)n2-c2ccccc2C)no1,-13%,-1%,2%,3.0%
O=C(NCCCN1CCOCC1)c1cc(-c2ccc(F)cc2)on1,16%,-8%,-5%,6.5%
Cc1cc(C)cc(-n2ccnc2SCC(=O)Nc2ccc3c(c2)OCCO3)c1,-14%,-1%,2%,3.7%
O=C(NCc1ccc(Cl)cc1)c1ccc(CSCc2cccc(Cl)c2)o1,-14%[10.9 µM],38%[activator],-3%,-2.9%
CCC1OCCC=CC1C (stereo not drawn),/,1%[9.22 µM],1%[9.22 µM],/
CCN(CC)CP(=O)(c1ccccc1)c1ccccc1,4%,-1%,2%,-1.0%
Cn1c(SC/C=C/c2ccccc2)nnc1-c1ccco1,-16%,-9%,10%,-1.2%
O=S(=O)(Nc1cccnc1)c1cccc(C(F)(F)F)c1,-2%,8%,-3%,0.9%
CCCOc1ccc(-c2nnc(-c3ccncc3)o2)cc1,-21%,-1%,4%,1.3%
COc1ccccc1NC(=O)C1CCCN(S(=O)(=O)c2cnc[nH]2)C1 (stereo not drawn),-2%,-9%,-10%,0.7%
CCCCn1c(SCC(=O)OC)nc2c1c(=O)n(C)c(=O)n2C,11%,10%,-9%,0.4%
Cc1ccccc1-c1nc(N2CCN(C)CC2)c2ccccc2n1,?,-3%,-5%,1.5%[11.4 µM]
CCc1cc2c(nc1CC)CCN(CC/C(C)=N/O[C@@H](C)c1cn([C@H](CO)Cc3ccccc3)nn1)C2,/,-10%&-6%[9.22 µM],9%&0%[9.22 µM],/
c1ccc(OCCSc2nnnn2C2CCCCC2)cc1,/,-21%,-22%,-1.6%
CCC(=O)N1c2ccc(S(=O)(=O)CCC(=O)NC3CCCC3)cc2CC1C (stereo not drawn),-18%,-3%,-4%,-0.6%
Cc1cccc(C)c1N1CC(c2nc3ccccc3n2CC(=O)OC(C)C)CC1=O (stereo not drawn),-8%[10.9 µM],-15%,-11%,1.4%
O=C(O)Cc1ccc(-c2ccccc2-c2ccccc2)cc1,/,7%,26%,/
O=C(NCc1ccco1)c1cccn2c(=O)c3cc(Br)ccc3nc12,-37%[inhibitor],5%,8%,?
c1ccc(Cn2c(CSc3nnnn3-c3ccccc3)nc3ccccc32)cc1,-5%,-3%,-6%,?
CCc1ccc(NC2CC(=O)N(c3ccc(OC)cc3OC)C2=O)cc1 (stereo not drawn),13%,9%,19%,-3.3%
COc1ccc(OC)c(/C=c2\sc3nc(-c4cccs4)nn3c2=O)c1,0%,7%,-12%,-0.1%
CCc1ccccc1N1CC23C=CC(O2)C(C(=O)OCC(C)C)C3C1=O (stereo not drawn),-1%,2%,10%,2.5%
O=C1CC(N2CCN(c3ccc(F)cc3)CC2)C(=O)N1Cc1cccs1 (stereo not drawn),-8%,3%,19%,0.7%
COc1ccc(CCNC(=O)CCN2C(=O)COc3ccc(C)cc32)cc1OC,-20%,-2%,-5%,-1.0%
COc1ccccc1-c1ccc2ncnc(NCCN3CCOCC3)c2c1,-18%,1%,-4%,-0.7%[11.4 µM]
Cc1nn2c(=O)cc(COC(=O)c3cccc(NC(=O)c4cccs4)c3)nc2s1,-8%[10.9 µM],1%,-9%,?
Cc1onc(-c2ccccc2)c1C(=O)Nc1nnc(N(C)Cc2ccccc2)s1,-15%,5%,14%,3.1%
Cc1ccc(C(=O)Nc2nnc(S(=O)(=O)N3CCN(c4ccc(F)cc4)CC3)s2)cc1,?,-8%,8%,?
Cc1nc2ccccc2c2oc(C(=O)NCCCN3CCC(C)CC3)cc12,2%,-1%,7%,6.5%
COc1cc(C(=O)Nc2ccc(OCc3cc(=O)n4cccc(C)c4n3)cc2)cc(OC)c1OC,-10%[10.9 µM],?,32µM*,-0.2%
CCCCOc1ccc(C(=O)Nc2ccc3c(c2)CCCN3C(=O)c2cccs2)cc1,-20%[10.9 µM],-8%,-14%,?
COc1cc(CCC(=O)N2CCN(c3ccc(N4CCOCC4)nn3)CC2)cc(OC)c1OC,-3%,-2%,0%,-4.0%
COC(=O)C1CCN(C(=O)c2sc3nc(-c4ccc(F)cc4)cn3c2C)CC1,-17%,7%,-3%,1.5%
CCCNc1ncnc2onc(C)c12,-8%[10.9 µM],-4%,4%,-2.5%
CCOc1ccc(-n2cnnn2)cc1S(=O)(=O)NCCc1ccc(OC)c(OC)c1,-8%,5%,9%,-0.9%
Cc1ccc(Cl)cc1-n1ncc2c(N3CCN(Cc4ccccc4)CC3)ncnc21,-15%[10.9 µM],16µM*,20µM*,?
Cc1cc(C)nc(-n2nc(C)c3c2NC(=O)CC3c2cccc(O)c2)n1 (stereo not drawn),19%[10.9 µM],2%,20%,?
O=C(CNS(=O)(=O)c1cccc2nonc12)NCc1ccc(F)cc1,-10%,-7%,-11%,-1.3%
CCCN[C@@H](C)C(=O)Nc1ccccc1C,-11%[16.8 µM],-1%[20.6 µM],0%[20.6 µM],-1.0%[25.6 µM]
COc1ccc(NC(=O)CC2C(=O)N(c3ccc(F)cc3)C(=O)N2Cc2ccc3c(c2)OCO3)cc1 (stereo not drawn),-6%[10.9 µM],-6%,-3%,?
CCC(CC)C(=O)Nc1ccc(OCc2cc(=O)n3c4c(sc3n2)CCCC4)cc1,-14%[10.9 µM],-1%,15%,-0.1%
COc1ccc(N2CCN(C(=O)CSc3nc(-c4ccccc4)no3)CC2)cc1,-6%[10.9 µM],-6%,-10%,?
O=C1N2CCSC2=NC1(Nc1nccs1)C(F)(F)F (stereo not drawn),?,8%,9%,1.7%
O=c1cnc2cnc(Oc3ccccc3)nc2n1Cc1cccs1,/,18%,12%,-3.7%[11.4 µM]
COC(=O)c1ccc2c(c1)N(Cc1cc(C)ccc1C)C(=O)c1ccccc1S2=O (stereo not drawn),-1%,4%,-11%,0.8%
COc1cc(NC(=O)c2ccco2)c(OC)cc1NC(=O)Nc1ccccc1Cl,/,?,-11%,0.3%
O=C1C2C3C=CC(C3)C2C(=O)N1c1cccc(N2C(=O)C3C4C=CC(C4)C3C2=O)n1 (stereo not drawn),-5%,16%,-15%,0.0%
O=C(COc1ccccc1O)N1CCN(C(=O)c2ccco2)CC1,-2%,-3%,-5%,-0.9%

# 2 of the compounds above, with two lines to a compound:
# Values run as follows: Imprint erasure	p53ts 32C tox	p53ts 39C tox	IkB sig inh
CCC(=O)N1c2ccc(S(=O)(=O)CCC(=O)NC3CCCC3)cc2CC1C (stereo not drawn)
 : -18%	-3%	-4%	-0.6%
CCc1cc2c(nc1CC)CCN(CC/C(C)=N/O[C@@H](C)c1cn([C@H](CO)Cc3ccccc3)nn1)C2
 : /	-10%&-6%[9.22 µM]	9%&0%[9.22 µM]	/

# Next section.
SMILES,Imprint erasure,p53ts 32C tox,p53ts 39C tox,IkB sig inh
Cc1ccc(C(C(=O)NC(C)(C)C)N(C(=O)c2csnn2)c2ccccc2F)o1 (stereo not drawn),0%,7%,11%,-0.3%
CCc1nn2c(=O)cc(COC(=O)CNC(=O)c3ccccc3)nc2s1,-5%[10.9 µM],-2%,-16%,-2.4%
CC(=O)C1=C(c2ccc(Cl)c(Cl)c2)N(C(C)=O)n2c(C)nnc2S1,-4%[10.9 µM],-1%,53%[activator],?
CNS(=O)(=O)c1cn(CC(=O)N2CCN(c3cccc(C)c3C)CC2)cc1S(=O)(=O)NC,6%[10.9 µM],4%,9%,?
Cc1ccc(-c2nnc(CSc3nc4cc5c(cc4cc3C)OCO5)o2)cc1,-1%,-4%,1%,1.4%
COc1ccc(CC(=O)Nc2c(C(=O)Nc3ccc(F)cc3)oc3ccccc23)cc1OC,-11%[10.9 µM],?,?,-1.3%
O=S(=O)(c1ccc(S(=O)(=O)N2CCN3CCCC3C2)cc1)N1CCCC1 (stereo not drawn),6%,2%,-2%,-0.4%
O=C(NCCCN1CCN(c2ccc(F)cc2)CC1)c1cc2c(Cl)nc3ccccc3c2s1,2%[10.9 µM],-7%,-22%,0.2%
CC(C)(C)Nc1nc(OCC(F)(F)F)nc(OCC(F)(F)F)n1,-4%,0%,-2%,-0.7%
COC(=O)C(C)Sc1nnc(-c2ccncc2)o1 (stereo not drawn),-23%,-8%,4%,1.8%
N#C/C(=C\c1ccc(Br)cc1)c1nc(-c2cc3cc(Br)ccc3oc2=O)cs1,-8%[10.9 µM],1%,13%,-0.3%
CC(C)(C)c1ccc(O)c(CN(Cc2cc(C(C)(C)C)ccc2O)C2CCCCC2)c1,-14%[10.9 µM],2%[9.22 µM],-7%[9.22 µM],-2.7%[11.4 µM]

# 2 compounds drawn at random from those above, as already listed:
SMILES,Imprint erasure,p53ts 32C tox,p53ts 39C tox,IkB sig inh
COC(=O)C(C)Sc1nnc(-c2ccncc2)o1 (stereo not drawn),-23%,-8%,4%,1.8%
CC(C)(C)c1ccc(O)c(CN(Cc2cc(C(C)(C)C)ccc2O)C2CCCCC2)c1,-14%[10.9 µM],2%[9.22 µM],-7%[9.22 µM],-2.7%[11.4 µM]

# Next section
SMILES,Imprint erasure,p53ts 32C tox,p53ts 39C tox,IkB sig inh
Cn1c(=O)n(C)c2cc(NS(=O)(=O)c3ccc4c(c3)CCCC4)ccc21,-16%,-1%,-9%,7.9µM*
CC(C)Oc1ccc(CN2CCc3nc(Nc4ccc5c(c4)OCCO5)ncc3C2)cc1,-12%[10.9 µM],2%,-20%,?
CCOC(=O)c1c(NC(=O)CSc2nnc(Cc3ccccc3)o2)sc(C)c1C,/,-1%,5%,/
CCCS(=O)(=O)N1CCC(n2c(C)nc3cccnc32)CC1,-6%[10.9 µM],3%,-16%,-2.8%
COc1ccc(-n2cnnc2SCC(=O)c2ccc(S(=O)(=O)N3CCOCC3)cc2)cc1,-8%,3%,5%,-0.9%

# Bioassay records (PubChem BioAssay)
